GAA glycogen = qHTS Assay for Inhibitors and Activators of Human alpha-Glucosidase Cleavage of Glycogen. Lysosomal alpha-glucosidase (Homo sapiens), P10253. recombinant GAA, glycogen substrate, Amplex Red glucose oxidase fluorescence. Potency, µM (top dose mostly 76.4 µM), inactives show at the top dose activity change, negative = inhibition, actives largely listed as inhibitors. 300,000 tested, 0.38% active. AID 2100, 2009;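 further: 0% = full enzyme reaction and -100% = no-enzyme basal signal; the screen sought inhibitors and activators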
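Recombinant human alpha-glucosidase (4 nM final) hydrolysed bovine liver glycogen (30 ug) for 40 min at 37 C in pH 5.0 citrate/phosphate with 0.01% Tween-20. Released glucose detected by glucose oxidase/Amplex Red, Ex 573/Em 610 nm. Compounds up to 77 uM; AC50 from Hill fits.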
aGal spleen mod = qHTS Assay for Inhibitors and Activators of Human alpha-Galactosidase From Spleen Homogenate. Alpha-galactosidase A (Homo sapiens), P06280. human spleen homogenate, 4MU-alpha-Gal fluorescence, 40 min. Potency, µM (titrated, usually from 80 µM), for the others: at the highest dose activity change, negative = inhibition, most hits filed as inhibitors. 240,000 tested, 0.008% active;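 further: 0% = enzyme with vehicle and -100% = no enzyme basal signal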
Target sequence (P06280 32-429 limits assumed): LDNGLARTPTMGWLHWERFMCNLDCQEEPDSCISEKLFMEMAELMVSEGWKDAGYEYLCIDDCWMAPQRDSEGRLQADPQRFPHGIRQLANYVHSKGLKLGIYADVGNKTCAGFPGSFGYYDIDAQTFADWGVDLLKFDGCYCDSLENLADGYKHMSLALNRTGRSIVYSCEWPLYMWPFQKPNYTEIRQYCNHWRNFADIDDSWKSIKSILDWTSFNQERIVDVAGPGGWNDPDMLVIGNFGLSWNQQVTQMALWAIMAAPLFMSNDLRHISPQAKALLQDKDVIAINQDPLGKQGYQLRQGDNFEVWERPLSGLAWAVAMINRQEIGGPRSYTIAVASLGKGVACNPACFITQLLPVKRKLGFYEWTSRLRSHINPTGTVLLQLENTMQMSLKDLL
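Inhibition or activation of alpha-galactosidase in human spleen homogenate is scored by 4-MU fluorescence after 40 min at 37C, pH 5.0, with 1 mM substrate. AC50s come from concentration-response fitted to the Hill equation.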
ALDH1A1 inh = qHTS Assay for Inhibitors of Aldehyde Dehydrogenase 1 (ALDH1A1); Aldehyde dehydrogenase 1A1 (Homo sapiens), P00352; Purified ALDH1A1, NADH fluorescence, propionaldehyde substrate; Potency, µM (series often up to 75.3 µM), inactives show top-dose activity, negative = inhibition, actives largely listed as inhibitors; 220,000 tested, 7.3% active; active means well fitted inhibition curve with a large enough effect, not every such curve was filed as active; inconclusive means small, poorly fitted or top-dose-only effect, or another doubt; inactive means no such curve, though single readings can be large or run the other way;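 further: plate controls were no enzyme wells and a reference inhibitor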
Tau fluor counter = Counterscreen qHTS for Inhibitors of Tau Fibril Formation, Fluorescence Polarization. tau K18 P301L Alexa594 fluorescence, heparin fibrillization. Potency, µM (doses to about 57.7 µM), for inactives: at the highest dose activity change, negative = decrease. 280,000 tested, 0.93% active. AID 1463, 2008; further: on the % scale 0 is the no-effect control and ±100 the full control effect; nearly all actives have a fitted effect of over 55% in size
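Human tau K18 P301L (15 uM unlabeled, 0.24 uM Alexa 594-labeled) in 100 mM sodium acetate pH 7 with 20 uM heparin, 6 hr at 37 C. ThT 30 uM added, 1 hr ambient; Alexa 594 FP and total fluorescence read at 555/632 nm.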
GAA spleen mod = qHTS Assay for Inhibitors and Activators of Human alpha-Glucosidase From Spleen Homogenate | human spleen homogenate, 4-MU-alpha-glucoside fluorescence | AID 2112, 2009 | Potency, µM (highest dose often 79.9 µM), for the others: top-dose activity change, negative = inhibition, usual class: inhibitors | 240,000 tested, 0.006% active;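 further: 0% = enzyme with vehicle and -100% = no enzyme basal signal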
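Enzyme source: human spleen homogenate, 1 ug/well. Buffer 50 mM citric acid/K phosphate pH 5.0, 0.01% Tween-20. 4-MU-alpha-glucoside 1 mM; 37 C x 40 min; NaOH/glycine stop; fluorescence.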
NPSR antagonist = qHTS Assay for Antagonists of the Neuropeptide S Receptor: cAMP Signal Transduction; Q6W5P4; 220,000 tested, 1% active; AID 1461, 2008; Potency, µM (top dose mostly 38.3 µM), without a hit: at the top dose activity change, negative = inhibition, actives largely listed as inhibitors; CHO-NPSR cells, cAMP TR-FRET, antagonist mode; further: on the % scale 0 is the no-effect control and ±100 the full control effect; nearly all actives have a fitted effect of over 50% in size; many of its hits are not listed in these tables
Target sequence (Q6W5P4 whole entry, looked up): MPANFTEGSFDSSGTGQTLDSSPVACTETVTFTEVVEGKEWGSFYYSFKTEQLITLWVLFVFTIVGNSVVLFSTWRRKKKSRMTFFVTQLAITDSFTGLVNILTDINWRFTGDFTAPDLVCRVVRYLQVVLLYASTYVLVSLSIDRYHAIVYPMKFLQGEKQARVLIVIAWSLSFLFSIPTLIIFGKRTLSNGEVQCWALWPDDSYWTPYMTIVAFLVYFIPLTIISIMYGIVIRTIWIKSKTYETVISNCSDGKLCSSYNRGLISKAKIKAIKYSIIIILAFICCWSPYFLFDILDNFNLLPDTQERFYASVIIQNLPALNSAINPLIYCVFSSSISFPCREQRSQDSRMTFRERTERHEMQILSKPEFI
GAA inh = qHTS Assay for Inhibitors of Human alpha-Glucosidase as a Potential Chaperone Treatment of Pompe Disease; Potency, µM (highest dose often 76.9 µM), inactives show at the top dose activity change, negative = inhibition, usual class: inhibitors; 200,000 tested, 0.005% active; Lysosomal alpha-glucosidase (Homo sapiens), P10253; purified human GAA, 4-MU-alpha-glucoside fluorescence;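 further: plate controls were uninhibited enzyme wells for no effect and no-enzyme background for full effect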
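Activity normalized between no-enzyme (basal) and enzyme-only wells. Conditions: 4 nM human enzyme, 400 uM fluorogenic substrate, citrate/phosphate pH 5.0 with Tween-20, 20 min room temperature, compounds up to 77 uM.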
Epigenetic derep = Quantitative High-Throughput Screen for Regulators of Epigenetic Control; 280,000 tested, 0.2% active; Potency, µM (series often up to 53.9 µM), without a hit: top-dose GFP activation, usual class: activators; murine LDR cells, GFP reporter derepression, 30 h; further: % of control where 0% means no effect; nearly all actives have a fitted effect of over 60% in size
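GFP-positive cell count by laser-scanning cytometry (objects 20–120 um) after 30 h, 37 C compound exposure of murine LDR cells; reporter is CMV-GFP integrated at a silenced locus, inducible by HDAC or DNMT inhibitors.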
Starred values were filed as active, the others as inactive; u = inconclusive; x = not tested or not shown; & = joins results of further samples; [ ] = remark or other dose. Unless noted, the call rests on the fitted dose curve; in most records, active means well fitted curve in the direction sought with a large enough effect; inconclusive means small, poorly fitted or top-dose-only effect, or another doubt; inactive means no such curve, though single readings can be large; an effect the other way counts as inactive or inconclusive. Potency means the concentration at half of the fitted maximal effect.

SMILES	GAA glycogen	aGal spleen mod	ALDH1A1 inh	Tau fluor counter	GAA spleen mod	NPSR antagonist	GAA inh	Epigenetic derep
O=C1OCC/C1=C\c1ccc(O)cc1	6%	-12%	13%	-5%	-2%	-20%	3%	0.5%
Cc1cc(NC(=O)CCC(=O)N(CC(=O)NCC2CCCO2)c2ccccc2C)no1 (configuration not stated)	3%	-7%	-12%	-1%	-3%	13%[46.1 µM]	0%	-0.8%
O=C(Nc1cccc(C(=O)N2CCOCC2)c1)c1ncn[nH]1	-5%	5%	-5%	7%	0%	-2%[46.1 µM]	-1%	-1.1%
CC(=O)Nc1cccc(OCCCOc2ccc([N+](=O)[O-])cc2)c1	0%	-15%	x	-18%	-2%	-5%	x	0.0%
Cc1cc(C)c(NC(=O)COc2nncc3ccccc23)c(C)c1	12%	-3%	8%	6%	3%	-7%	-2%	-3.8%
COc1cc2[nH]c(=O)n(Cc3ccccc3Cl)c(=O)c2cc1OC	4%	5%	u	-6%	-5%	15%[46.1 µM]	-13%	-1.0%
NC(=O)COC(=O)CC1CC2CCC1C2 (configuration not stated)	1%	3%	-2%	7%	-7%	8%	-7%	-1.2%
COc1ccc(/C=C2\SC(=O)NC2=S)cc1OC	-8%	-8%	18µM*	-27%	2%	-20%	6%	0.0%
O=c1[nH]cnc2c1sc1nc(-c3ccccc3)c3c(c12)CCCC3	13%	-9%	-4%	-11%	-11%	2%	0%	3.2%
Cc1ccc(C(=O)N[C@@H](C)CN2C3=NC[C@H](C)N3C[C@H]2Cc2ccc(O)cc2)cc1Br	1%	-2%	x	-1%	-6%	2%	x	13%
Cn1ncc(C#N)c1/N=C/N1CCCCCC1	16%	-3%	-7%	-5%	1%	-6%[46.1 µM]	-8%	-1.2%
CCCCCCCC1=Cc2ccccc2C(C(C(=O)OC)C(=O)OC)N1C(=O)OC (configuration not stated)	x	-24%[17.5 µM]	14%[13.5 µM]	-16%[11.6 µM]	-14%[17.4 µM]	x	x	x
CN(C(=O)COc1ncnc2c1cnn2-c1ccccc1)C1CCCCC1	11%	-2%	-10%	-1%	1%	4%	4%	-1.5%
S=c1[nH]nc(-c2ccc(Br)cc2)n1Cc1ccco1	-14%	-7%	u	-16%	-17%	-7%[46.1 µM]	-13%	4.5%
CCN1CCN(CCNC(=O)c2ccc(CS(=O)(=O)c3c(Cl)cccc3Cl)o2)CC1	4%	-2%	-10%	-1%	-4%	27%[46.1 µM]	-3%[15.4 µM]	0.0%
CC(C)CNC(=O)COc1ncnc2ccccc12	4%	-3%	10%	-3%	-3%	-7%[46.1 µM]	1%	-1.0%
COc1ccc(C(=O)NNC(=S)NC(=O)c2ccco2)cc1	u	-4%	-6%	-10%	-7%	-25%[46.1 µM]	0%	7.0%
Cc1cc(SCC(=O)N(C)c2c(N)n(Cc3ccccc3)c(=O)[nH]c2=O)nc2ccccc12	9%	-1%	-10%	1%	-4%	8%	3%	1.3%
Cc1ccsc1/C=N/NC(=S)NCCc1ccccc1	-46%	-15%	2%	u	-2%	-36%	-15%	1.1%
O=[N+]([O-])c1cc(-c2nc(-c3ccncc3)no2)cc([N+](=O)[O-])c1	13%	-4%	11%	-16%	-14%	15%	-3%	0.0%
COc1cccc2oc(-c3ccc(O)cc3)cc(=O)c12	x	-2%	u	-12%	-4%	x	x	-0.3%
Clc1nc(Cl)nc(-c2cn(-c3ccccc3)c3ccccc23)n1	2%	-3%	x	-19%	-10%	47%	x	-1.0%
CN(Cc1cn(C)nc1-c1ccccc1F)CC1CCCCO1 (configuration not stated)	8%	-5%	-3%	0%	-4%	-7%	0%	-10%
Cc1onc(-c2c(Cl)cccc2Cl)c1NC(=O)N(C)N	1%	3%	x	2%[0.0958 µM]	0%	12%	x	13%
CC1CCCCC1NC(=O)COC(=O)Cc1ccc(Br)cc1 (configuration not stated)	-7%	-2%	-8%	1%	2%	-1%	8%	-0.3%
Cc1[nH]nc2c1C(c1ccc(F)cc1)C1=C(CC(C)(C)CC1=O)N2 (configuration not stated)	-6%	0%	u	-3%	-6%	-10%[46.1 µM]	4%	0.9%
COc1ccc(N=Cc2c(C)[nH][nH]c2=O)cc1	7%	-12%	-1%	7%	x	8%	0%	-1.3%
Cc1c(N2C(=O)CSC2c2ccc([N+](=O)[O-])cc2)c(=O)n(-c2ccccc2)n1C (configuration not stated)	2%	7%	x	-2%	4%	14%	x	8.3%
CN1CCc2c(OCC(=O)N3CCCc4ccccc43)cccc2C1=O	-4%	2%	u	10%	8%	-1%	7%	-3.1%
Cn1c(SCc2cc(=O)[nH]c3ccccc23)nnc1-c1ccco1	-13%	11%	9%	0%	1%	2%[46.1 µM]	3%	-2.1%
CC(=O)c1ccc2c(c1)N(CCCN1CCC(CCO)CC1)c1ccccc1S2	x	-28%[29.1 µM]	5%[20.9 µM]	x	4%[29.1 µM]	x	x	0.0%[16.9 µM]
COCCCNC(=O)/C=C/c1cccc(Cl)c1	-1%	-2%	1%	-11%	-9%	-1%[46.1 µM]	1%	-1.2%
CCCCN(CC)C(=O)Cn1ncc2c1-c1cc(C)ccc1OC2	1%	-2%	11%	-6%	1%	-7%[46.1 µM]	-4%	4.1%
COc1cccc([C@H]2Oc3ccc(OC)cc3/C(=N\OCC[C@@H]3C=C[C@H](OC(C)=O)[C@H](COC(C)=O)O3)[C@@H]2O)c1	x	1%[17.5 µM]	-5%[13.5 µM]	-8%[11.6 µM]	2%[17.4 µM]	x	x	0.0%[10.1 µM]
O=[N+]([O-])c1ccc(O)c(/C=N/NC2=NS(=O)(=O)c3ccccc32)c1	-17%	-7%	u	-7%	-6%	0%	u	-0.5%
O=c1c(Cc2ccc(F)cc2)c(O)ccn1CCc1ccccn1	22%	-3%	8%	0%	0%	10%	5%	-0.3%
Cc1cc2cccc(C)c2nc1SCC(=O)NCC1CCCO1 (configuration not stated)	13%	1%	u	-15%	5%	15%	12%	-1.1%
COC(=O)c1ccccc1NC(=O)CSc1n[nH]c(C)n1	-7%[76.3 µM]	-1%	8%	-1%&2%	1%	-4%[46.1 µM]	4%	-1.0%&-0.8%
O=C(Cn1c(=S)[nH]c2ccccc2c1=O)NCCc1ccccc1	24%	3%	4%	7%	0%	-13%	2%	0.5%
O=C(Nc1ccc(Br)c(Cl)c1)C1CC1	-1%	4%	-13%	-19%	-2%	14%[46.1 µM]	3%	-2.9%

Profiles as entered above. Order of values: GAA glycogen	aGal spleen mod	ALDH1A1 inh	Tau fluor counter	GAA spleen mod	NPSR antagonist	GAA inh	Epigenetic derep
Cn1c(SCc2cc(=O)[nH]c3ccccc23)nnc1-c1ccco1 in the list: -13%	11%	9%	0%	1%	2%[46.1 µM]	3%	-2.1%
O=C1OCC/C1=C\c1ccc(O)cc1 in the list: 6%	-12%	13%	-5%	-2%	-20%	3%	0.5%

Further records follow.
SMILES	GAA glycogen	aGal spleen mod	ALDH1A1 inh	Tau fluor counter	GAA spleen mod	NPSR antagonist	GAA inh	Epigenetic derep
O=C(Nc1cc(Cl)ccc1Oc1ccccc1)c1ccc(F)cc1	-8%	4%	10%	2%	-12%	-43%	9%	-1.0%
Cc1ccccc1NC(=S)NC1CCN(Cc2ccccc2)CC1	10%	7%	u	-2%	1%	19%	3%	-0.1%
CCOC(=O)CSc1nc(C)c(Oc2ccc(Cl)cc2Cl)c(=O)[nH]1	2%	9%	x	-11%	-3%	-1%	x	-3.7%
CCc1c(C)sc(NC(=O)OC)c1C(=O)N1CCOCC1	-7%	-7%	1%	-2%	-6%	10%[46.1 µM]	-2%	0.9%
COc1cccc([C@@H]2Oc3ccc(Br)cc3C(=O)[C@H]2O)c1	x	-1%	2%	-5%	-6%	x	x	-0.3%
Cc1cccc(NC(=O)CSc2nnc(CNC(=O)c3ccc(S(=O)(=O)N(C)C)cc3)n2-c2ccccc2)c1	3%	-2%	7.1µM*	-17%	-4%	1%	-13%	-1.3%
CCOc1cccc(C2C(C(=O)c3ccco3)=C(O)C(=O)N2Cc2ccncc2)c1 (configuration not stated)	-3%	-4%	-12%	1%	-4%	-2%[46.1 µM]	1%	1.3%
COc1ccccc1NC(=O)/C(=C\c1cccs1)NC(=O)c1ccco1	2%	3%	x	11%	0%	-1%	x	0.0%
COc1ccccc1-n1cnc2cc(C(=O)NCc3ccco3)ccc21	-1%	-14%	u	-2%	-17%	-16%[46.1 µM]	-1%	2.1%
CC(=O)Nc1ccc(S(=O)(=O)Nc2ccc(=O)n(Cc3ccc(Cl)c(Cl)c3)c2)cc1	-4%	-7%	0%	-1%	x	-2%	-3%	-1.7%
O=[N+]([O-])c1cccc(-c2nc(-c3ccccc3)c(-c3cccs3)[nH]2)c1	2%	1%	14%	u	1%	-12%[46.1 µM]	2%	2.3%
COc1ccc(/C=N/NC(=O)Cn2cc(C(F)(F)F)ccc2=O)cc1	17%	-8%	10%	-11%	-14%	10%	0%	2.1%
C/C(=N\Nc1cccc(C(=O)O)c1)c1ccc2c(c1)Nc1ccccc1S2	u	12%	x	11µM*[quencher]	7%	18%	x	-0.5%
Cc1cc(/C(N)=N/OC(=O)c2ccc(Cl)cc2)no1	6%	0%	-2%	-8%	-3%	-19%	2%	-2.0%
O=C(c1ccccc1-n1cccc1)N1N=C(C(F)F)CC1(O)C(F)F (configuration not stated)	-8%	7%	2%	1%	9%	1%	-5%	-3.8%
C=CCSc1nc2ccccc2c(=O)[nH]1	14%	1%	5%	-2%	-6%	-3%[46.1 µM]	-1%[15.4 µM]	0.7%
COc1cc(OC)cc(C(=O)Nc2ccc(CN3CCCCC3)cc2)c1	-7%	-1%	10%	0%	7%	10%	-1%	1.3%
CC1(C)OC(C(O)(c2ccccc2)c2ccccc2)C(C(O)(c2ccccc2)c2ccccc2)O1 (configuration not stated)	x	4%[17.5 µM]	-8%[13.5 µM]	-7%[11.6 µM]	3%[17.4 µM]	x	x	1.1%[10.1 µM]

A portion of the library (hit frequency here may not be typical).
